pPAFAH inh: pPAFAH (human) enzyme inhibition. recombinant pPAFAH, FP-rhodamine probe fluorescence polarization. inhibition, % at 3.39 µM. hit rate 1.5% among 330,000;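 active = inhibition above the mean inhibition across the screen plus 3 SD, cut at about 25% in these data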;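 also: inhibitors block binding of the rhodamine activity-based probe so polarization drops; 0% = enzyme with DMSO and 100% = wells lacking pPAFAH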
PME-1 inh: blocks human protein phosphatase methylesterase 1; Q9Y570; recombinant PME-1, FP-Rh probe fluorescence polarization; inhibition, % at 5.9 µM; hit rate 0.53% among 320,000; AID 2130;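 active = inhibition above the campaign mean of all compounds plus 3 SD, cut at about 26% in these data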;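 also: competitive labeling of PME-1 active site by serine hydrolase directed probe; 0% = PME-1 with DMSO and 100% = wells lacking PME-1 enzyme; inhibitors block probe labeling so polarization falls and inhibition rises; many of its hits are not listed in these tables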
PAFAH2 FP inh: PAFAH2 (human) inhibition | recombinant PAFAH2, FP-rhodamine activity probe, fluorescence polarization | hit rate 0.99% among 340,000 | inhibition, % at 3.39 µM;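 active = inhibition above the mean over all tested compounds plus 3 SD, cut at about 30% in these data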;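 also: inhibitors block probe labeling of enzyme so polarization drops; 0% = enzyme with DMSO and 100% = wells lacking PAFAH2 protein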
PAD4 FP inh: blocks human protein arginine deiminase 4; Q9UM07; recombinant PAD4, RCA probe fluorescence polarization; inhibition, % at 6.36 µM; hit rate 0.41% among 330,000;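 active = percent inhibition above a cutoff equal to the mean of all tested compounds plus 3 SD, cut at about 15% in these data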;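 also: 0% = PAD4 with RCA probe and DMSO and 100% = probe without PAD4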
Target sequence (Q9UM07 whole entry, looked up): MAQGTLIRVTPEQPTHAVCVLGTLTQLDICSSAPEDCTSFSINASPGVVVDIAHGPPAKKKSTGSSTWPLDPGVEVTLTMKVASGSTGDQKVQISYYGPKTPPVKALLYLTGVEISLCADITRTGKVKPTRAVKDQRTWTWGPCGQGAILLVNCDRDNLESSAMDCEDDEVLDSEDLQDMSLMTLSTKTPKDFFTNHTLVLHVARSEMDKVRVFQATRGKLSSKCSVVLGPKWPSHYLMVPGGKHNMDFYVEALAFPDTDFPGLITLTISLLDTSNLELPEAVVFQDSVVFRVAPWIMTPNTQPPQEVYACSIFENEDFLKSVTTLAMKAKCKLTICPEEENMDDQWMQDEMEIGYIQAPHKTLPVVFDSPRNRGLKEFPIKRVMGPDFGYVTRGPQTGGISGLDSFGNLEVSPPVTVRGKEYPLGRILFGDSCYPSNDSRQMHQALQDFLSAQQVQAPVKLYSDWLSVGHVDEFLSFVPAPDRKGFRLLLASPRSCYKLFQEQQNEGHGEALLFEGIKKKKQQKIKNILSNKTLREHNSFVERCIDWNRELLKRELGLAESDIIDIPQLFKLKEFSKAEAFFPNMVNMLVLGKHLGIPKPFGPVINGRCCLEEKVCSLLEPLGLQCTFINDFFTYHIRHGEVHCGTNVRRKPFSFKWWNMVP
PAFAH1B3 inh: inhibitors of human PAFAH1B3; hit rate 0.28% among 340,000; recombinant PAFAH1B3, FP-rhodamine probe, fluorescence polarization; Q15102; inhibition, % at 3.39 µM;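 active = inhibition above the screen-wide average of all tested compounds plus 3 SD, cut at about 25% in these data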;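 also: 0% = enzyme with DMSO only and 100% = wells lacking PAFAH1B3 protein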
Target sequence (Q15102 whole entry, looked up): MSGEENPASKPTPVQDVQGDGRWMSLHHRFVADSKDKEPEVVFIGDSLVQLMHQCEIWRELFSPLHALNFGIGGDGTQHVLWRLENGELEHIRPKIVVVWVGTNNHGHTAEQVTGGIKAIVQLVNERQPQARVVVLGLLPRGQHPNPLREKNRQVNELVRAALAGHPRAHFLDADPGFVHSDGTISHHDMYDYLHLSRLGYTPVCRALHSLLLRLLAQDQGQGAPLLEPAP
PAFAH1B2 inh: PAFAH1B2 (human) inhibition; AID 492953; recombinant PAFAH1B2, FP-rhodamine activity probe, fluorescence polarization; inhibition, % at 3.39 µM; hit rate 1.2% among 340,000;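 active = inhibition above the mean of all tested compounds plus 3 SD, cut at about 24% in these data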;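 also: 0% = enzyme with DMSO and 100% = wells lacking PAFAH1B2; many of its hits are not listed in these tables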
Target sequence (P68402 whole entry, looked up): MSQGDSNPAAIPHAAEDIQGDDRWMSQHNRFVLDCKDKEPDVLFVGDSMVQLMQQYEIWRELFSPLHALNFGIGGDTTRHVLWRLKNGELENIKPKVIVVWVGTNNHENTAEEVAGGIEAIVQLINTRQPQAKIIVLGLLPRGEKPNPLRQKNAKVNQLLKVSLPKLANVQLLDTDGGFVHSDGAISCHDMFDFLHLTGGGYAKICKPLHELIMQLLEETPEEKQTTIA
GSTO1 counter: counter-screen for RBBP9 inhibitors: inhibitors of human GSTO1. inhibition, % at 5.96 µM. hit rate 1.1% among 300,000. AID 1974. recombinant GSTO1, activity-based probe fluorescence polarization. P78417;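 active = inhibition above the campaign mean inhibition plus 3 SD, cut at about 35% in these data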;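 also: 0% = GSTO1-1 with DMSO and 100% = wells lacking GSTO1-1 enzyme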
Fam108B inh: blocks mouse Fam108B hydrolase in RBBP9 counter-screen; recombinant Fam108B, FP-Rh probe fluorescence polarization; inhibition, % at 9.51 µM; hit rate 0.33% among 300,000;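 active = inhibition above the screen mean inhibition plus 3 SD, computed separately per campaign, cut at about 18% in these data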;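 also: inhibitors lower polarization as less probe binds the enzyme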
LYPLA1 counter: LYPLA1 (human) inhibition in PME1 counter-screen | hit rate 0.16% among 320,000 | inhibition, % at 5.9 µM | recombinant LYPLA1, FP-Rh probe fluorescence polarization | O75608;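 active = inhibition above the mean of all tested compounds plus 3 SD, set per campaign, cut at about 14% in these data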;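 also: inhibitors block serine hydrolase probe labeling of LYPLA1 so polarization falls; 0% = enzyme with DMSO and 100% = wells lacking LYPLA1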
* = called active by the depositor; . = not tested or not shown; & = joins results of further samples. An excerpt, so the mix of outcomes need not match the whole.

SMILES | pPAFAH inh | PME-1 inh | PAFAH2 FP inh | PAD4 FP inh | PAFAH1B3 inh | PAFAH1B2 inh | GSTO1 counter | Fam108B inh | LYPLA1 counter
CCC(C)(C)C1CCC2(CC1)NC(=S)N(c1ccccc1)N2 (stereo not drawn) | -4 | 1 | 3 | 1 | -1 | 1 | 22 | -1 | -1
CCC(=O)Nc1cccc(C2=NN(c3ccccc3)C(c3ccc(OC)cc3)C2)c1 (stereo not drawn) | 7 | 6 | 3 | -3 | 11 | 1 | 4 | 4 | -5
COc1ccc(OC)c(C2=NOC(C(=O)NCCN3CCOCC3)C2)c1 (stereo not drawn) | -3 | 6 | -4 | 0 | 0 | 1 | -9 | -1 | 0
N#Cc1cc2cc3c(cc2nc1N1CCOCC1)OCO3 | -3 | 1 | 7 | -6 | 5 | 2 | 2 | 1 | 2
COc1ccc(N(C)S(=O)(=O)c2ccc(Cl)c(C(=O)NCC(C)(C)N3CCOCC3)c2)cc1 | -3 | 2 | 2 | -1 | 2 | 1 | . | . | -6
COC(=O)Cn1cnc2c(C#N)c3n(c2c1=O)CCCCC3 | -5 | 3 | -3 | -1 | 0 | -2 | 0 | -2 | 0
COc1ccc(CNC(=O)C2(CC3CC(c4ccccc4)=NO3)CCNCC2)cc1 (stereo not drawn) | -1 | -6 | 9 | -6 | 3 | 2 | 5 | 5 | 1
CCCCC(=O)NC1(C(F)(F)F)C(=O)N(CC(C)C)C2=C1C(=O)CC(C)(C)C2 (stereo not drawn) | 4 | 3 | -13 | 0 | 1 | -1 | -1 | 10 | 0
C#CCC(NC(=O)c1ccc(C#N)cc1)C(=O)NCCC (stereo not drawn) | 3 | -3 | -3 | -1 | 4 | 12 | . | . | 3
CCCCn1c(SCC(=O)OC)nc2c1c(=O)n(C)c(=O)n2C | 1 | -4 | 0 | 1 | 13 | 6 | 1 | 3 | -2
O=C(NCc1ccccc1)c1cccnc1 | 3 | 2 | 0 | -1 | 0 | 6 | 2 | 2 | -2
O=C(c1ccccc1F)n1c2c(c3ccccc31)CCCC2 | -2 | -5 | -2 | -2 | 5 | -2 | 4 | -2 | -1
Nc1ccc(C(=O)O)cc1 | 4&5&6 | 1&-4&-5 | -3&1&-4 | -3&-5&0 | 3&-1&0 | 5&4&-2 | 2&2&1 | 5&3&-1 | 4&-4&1
CC(C)N1CCC(=NNC(=O)c2ccccc2[N+](=O)[O-])CC1 | 6 | 1 | 3 | 0 | 4 | 5 | 6 | 1 | 0
O=C(CSc1nccn(-c2cccc(F)c2)c1=O)Nc1ccc(Cl)cc1F | 8 | -8 | -2 | -1 | 3 | 8 | -6 | -2 | -3
O=C(Cc1csc(N2CCOCC2)n1)N/N=C/c1cccc(O)c1 | 4 | 0 | 5 | -3 | 5 | 6 | 5 | 4 | -2
O=C(NCc1cccc(Cl)c1)N1CCN(S(=O)(=O)c2ccccc2F)CC1 | 4 | 2 | -6 | 3 | 4 | 2 | 7 | 2 | -1
C/C(=N/NC(=O)CNC(=O)c1ccncc1)c1ccco1 | 5 | 6 | . | -1 | . | . | -3 | -4 | 3
CC1(C)C(C#N)=C(N)Oc2c1c(=O)oc1ccccc21 | -3 | 8 | -4 | 2 | 1 | -1 | 6 | 3 | 2
O=C(NC(=S)Nc1ccc(CN2CCOCC2)cc1)c1ccco1 | -1 | -1 | 11 | -4 | 10 | 2 | -3 | -3 | 1
CSc1ccc(/C=C(/NC(=O)c2ccc(C)cc2)C(=O)Nc2cccc(C)c2)cc1 | 1 | -4 | -5 | 1 | 2 | -5 | -6 | -6 | -8
CN(C)c1ccccc1C(=O)N1CCCC(Nc2ccc(F)cc2)C1 (stereo not drawn) | 4 | -2 | -9 | -3 | 6 | 7 | 1 | 3 | 7
CCN(CC)S(=O)(=O)c1ccc(NC(=O)c2ccc(OCC3CCCO3)cc2)cc1 (stereo not drawn) | 5 | -6 | -2 | -3 | -6 | -4 | . | . | -6
CCc1cccc(NC(=O)C2CCN(S(=O)(=O)c3c(C)noc3C)CC2)c1 | 11 | 1 | 3 | -3 | 4 | 0 | -1 | -2 | 0
O=C(Cn1c(=O)c2cccn2c2ccccc21)NCCc1ccccc1 | -8 | -1 | 11 | 1 | 8 | -7 | 2 | -2 | 0
CCC1CCCCN1CC(=O)c1c(C)[nH]c2ccc(OC)cc12 (stereo not drawn) | 0 | -10 | -2 | -3 | 0 | 0 | -3 | 0 | -5
COc1cccc(C(=O)CN2C(=O)C(C)(C)Oc3ccc(C(=O)N4CCOCC4)cc32)c1 | 3 | 3 | 27 | 1 | 11 | 3 | 9 | 5 | 4
c1ccc2c(c1)ncn2Cc1nnc2sc(-c3ccc4c(c3)OCO4)nn12 | 5 | 1 | 15 | 1 | 3 | 4 | -4 | 2 | 0
CCN(CC)S(=O)(=O)c1cccc(NC(=O)C2SC(=Nc3ccc(C)cc3C)C(C(=O)NCC3CCCO3)=C2N)c1 (stereo not drawn) | 20 | -3 | -8 | 2 | -7 | 1 | 34 | 6 | -8
COc1ccc(C(=O)c2c(-c3ccc(OC)cc3)oc3ccc(-c4ccc(OC)nc4)cc23)cc1 | -7 | -5 | 2 | -1 | -1 | -6 | 3 | -8 | -3

Whole records from above. Screens in order: pPAFAH inh | PME-1 inh | PAFAH2 FP inh | PAD4 FP inh | PAFAH1B3 inh | PAFAH1B2 inh | GSTO1 counter | Fam108B inh | LYPLA1 counter
CC1(C)C(C#N)=C(N)Oc2c1c(=O)oc1ccccc21 reads -3 | 8 | -4 | 2 | 1 | -1 | 6 | 3 | 2
O=C(Cc1csc(N2CCOCC2)n1)N/N=C/c1cccc(O)c1 reads 4 | 0 | 5 | -3 | 5 | 6 | 5 | 4 | -2

New compounds follow
SMILES | pPAFAH inh | PME-1 inh | PAFAH2 FP inh | PAD4 FP inh | PAFAH1B3 inh | PAFAH1B2 inh | GSTO1 counter | Fam108B inh | LYPLA1 counter
Cc1c(CN2CCCC(CO)(Cc3cccc(Cl)c3)C2)cnn1C (stereo not drawn) | 5 | 0 | -1 | -2 | 3 | -1 | 4 | 4 | 4
CCOC(=O)C1(Cc2cccc(F)c2)CCN(C(=O)C2CCCO2)CC1 (stereo not drawn) | 1 | 3 | 3 | 2 | -6 | 4 | 0 | -1 | -1
O=C(Nc1cccc(F)c1)c1cccc(S(=O)(=O)N2CCOCC2)c1 | -6 | -9 | 7 | 2 | 11 | 1 | 2 | -1 | -2
O=C(CSc1nc2ccccc2n1CC(=O)NCc1ccccc1)NCc1ccco1 | 1 | 7 | 8 | -1 | 1 | 7 | -3 | -7 | 0
CCOc1ccc(NC(=O)C(CC(=O)O)Cc2ccc(Br)cc2)cc1 (stereo not drawn) | 5 | -3 | 2 | -4 | -4 | 3 | -1 | -3 | 1
CCN(Cc1ccccc1)C(=O)COC(=O)c1cc(S(=O)(=O)Nc2c(C)n(C)n(-c3ccccc3)c2=O)ccc1C | 9 | -1 | 8 | -1 | 4 | 13 | 6 | 0 | -2
CCCCOc1ccc(-c2nnc(N)s2)cc1 | 3 | 2 | -8 | -1 | 1 | 3 | 0 | 3 | 4
Cc1ccc([N+](=O)[O-])cc1NC(=O)c1ccc(CSc2ccccc2)cc1 | 4 | 6 | -5 | -2 | -1 | 3 | 1 | 1 | -2
COc1ccccc1NC(=O)NS(=O)(=O)c1ccc(C)cc1 | -10 | -5 | -9 | -2 | 3 | 0 | -4 | -2 | -5
C=C(C)CNC(=O)C1CCC(=O)N(CCCc2ccccc2)C1 (stereo not drawn) | 2 | -3 | 18 | 6 | 9 | 6 | 6 | 1 | 2
CCCC12CN3CCN(CC(C3)/C1=N\NC(=O)c1ccc(C(C)(C)C)cc1)C2 | -7 | -4 | -11 | -3 | 7 | -5 | 3 | 0 | 1
Cc1ccc(-c2nc3c(=O)n(-c4ccccc4)c4c(c(=O)n(C)c(=O)n4C)c3o2)cc1 | -2 | -9 | . | 6 | . | . | 12 | 1 | -2
O=C1c2ccccc2NC(c2ccc(F)cc2)N1Cc1ccccc1 (stereo not drawn) | 6 | 0 | -3 | -5 | 11 | 4 | 10 | 1 | 1
NC(=O)c1cn(-c2ccccc2)nc1-c1cc2ccccc2oc1=O | 3 | -2 | -1 | -2 | 6 | 0 | -5 | 2 | 0
Cc1ccc(C(C)(O)CS(=O)(=O)Cc2ccccc2Cl)cc1 (stereo not drawn) | 7 | -7 | 4 | -6 | 14 | 20 | 6 | -5 | -4
C[C@@H]1O[C@@H](OC[C@H]2O[C@@H](Oc3cc(O)c4c(=O)cc(-c5ccc(O)c(O)c5)oc4c3)[C@H](O)[C@@H](O)[C@@H]2O)[C@H](O)[C@H](O)[C@H]1O | 15 | . | 23 | 2 | 87* | 75* | . | . | .
CCOC(=O)C1CCN(C(=O)C2CCN(S(=O)(=O)N3CCCC3)CC2)CC1 | -2 | 2 | 0 | 0 | -2 | 6 | 3 | 3 | 0
COc1ccc(-c2nnc(-c3ccc(C)cc3)o2)cc1 | 4 | -2 | -3 | -3 | 6 | 2 | 5 | -2 | -1
CCN(CC(=O)Nc1ccc(NC(C)=O)cc1)C(=O)CSC(=S)N1CCCC1 | 8 | 2 | 7 | -1 | 4 | -2 | . | . | 0
CSc1ccc(C2c3[nH]c4ccccc4c3CCN2C(=O)c2ccnn2C)cc1 (stereo not drawn) | 6 | 4 | -4 | 3 | 1 | -1 | 6 | -4 | -9
COc1cc(NC(=O)c2c(Cl)cnn2C)c(OC)cc1Cl | 6 | -6 | -3 | 1 | -2 | 4 | 2 | -1 | -3
COc1cc2cc(CCCOC(=O)c3cc(OC)c(OC)c(OC)c3)oc(=O)c2cc1OC | 2 | . | -2 | 3 | 0 | 3 | . | . | .
CCN(CC(=O)Nc1c(F)cccc1F)C(=O)c1ccc(Cl)c(S(=O)(=O)N2CCCCC2)c1 | -3 | 10 | 1 | -3 | 0 | 5 | -3 | 6 | 0
O=C(CSc1nc2ccccc2[nH]1)Nc1c(F)cccc1F | -4 | -13 | -2 | -4 | 3 | 3 | -6 | -4 | 1
Cc1cc(C(F)(F)F)n2nc(-c3cnn(C)c3C(F)(F)F)c(Cl)c2n1 | 2 | 2 | 3 | 4 | 11 | 3 | -6 | 3 | -3
Nc1nc(SCC(=O)Nc2cc(Cl)c(Cl)cc2Cl)n[nH]1 | 2 | . | 1 | -2 | 3 | 7 | . | . | .
COc1ccc(C2C=C(C34CC5CC(CC(C5)C3)C4)NC(=S)N2)cc1OC (stereo not drawn) | -1 | 3 | 4 | 0 | -1 | 10 | 0 | 0 | -5
COc1ccc(OC)c(NC(=O)CN2C(=O)NC(C)(c3ccc4c(c3)OCCO4)C2=O)c1 (stereo not drawn) | 3 | -4 | 3 | 2 | 7 | 5 | . | . | -3
Cc1cccc(C(=O)OC2CCCN(C)C2)c1C (stereo not drawn) | 0 | -12 | -3 | 7 | 17 | 4 | -4 | 8 | -3
Cc1ccc(/C=N/n2c(C)nnc2C)s1 | -1 | 0 | -4 | -1 | 3 | 1 | 5 | 2 | -1
COc1cccc(C(=O)N2c3cc(C)ccc3OCC2C(C)(C)C)c1 (stereo not drawn) | -3 | -3 | 3 | -2 | 8 | 5 | 0 | -2 | -5
Cc1ccc(S(=O)(=O)N2CCN(CC(=O)Nc3ccnn3C3CCCC3)CC2)cc1 | 2 | 1 | 3 | -2 | 0 | 4 | . | . | 1
O=C(c1ccc(-c2ccc(Cl)cc2Cl)o1)N1CCOCC1 | 10 | 4 | 5 | 4 | 8 | 3 | 1 | -3 | -1
N#CCSc1nnc(-c2c[nH]c3ccccc23)o1 | 10 | 1 | 7 | 1 | 5 | 2 | 8 | 3 | 0
O=C(O)c1cccc2cccnc12 | 2 | -3 | 1 | 2 | 10 | 9 | -3 | 3 | 0

Screening results as filed in PubChem.
